Redox H2O2 prof: compounds producing H2O2 with reducing agent – biochemical, NIH compound library profiling, artefact control for MLSCN library redox annotation, primary screen | 200,000 tested, 0.03% active | AID 878 | activation, % at 10 µM | DTT-dependent redox cycling H2O2, phenol red/HRP absorbance; 100% = 100 µM peroxide control, 0% = buffer;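 active = activation of at least 50% relative to the plate's high and low controls in the primary single-dose screen; inactive = activation below 50%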;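 note: compound incubated with DTT at 0.8 mM final as the reducing agent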
PPARg SRC2 recr: agonists of SRC-2 recruitment by human PPARgamma | PPARgamma LBD-SRC-2 recruitment, biochemical | activation, % at 8 µM | 200,000 tested, 0.34% active | AID 1032; in the data active = activation above about 22%;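 note: 0% = vehicle and 100% = reference agonist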
Target sequence (P37231 whole entry, looked up, the tested form may be a part): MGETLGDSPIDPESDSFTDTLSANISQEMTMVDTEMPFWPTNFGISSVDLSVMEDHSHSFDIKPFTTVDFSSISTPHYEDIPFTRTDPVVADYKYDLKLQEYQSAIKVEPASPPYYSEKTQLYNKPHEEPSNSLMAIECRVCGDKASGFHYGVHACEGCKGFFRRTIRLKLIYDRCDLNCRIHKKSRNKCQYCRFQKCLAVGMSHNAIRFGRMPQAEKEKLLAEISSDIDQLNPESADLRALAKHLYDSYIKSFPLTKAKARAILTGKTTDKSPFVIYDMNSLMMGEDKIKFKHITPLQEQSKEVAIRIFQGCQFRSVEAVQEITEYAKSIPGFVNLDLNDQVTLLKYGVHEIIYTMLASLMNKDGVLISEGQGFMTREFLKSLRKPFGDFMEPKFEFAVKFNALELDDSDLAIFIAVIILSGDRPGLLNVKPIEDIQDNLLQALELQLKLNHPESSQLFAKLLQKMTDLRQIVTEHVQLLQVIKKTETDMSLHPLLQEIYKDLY
HMGR II inh: inhibitors of class II HMG-CoA reductase from Enterococcus faecalis | purified E. faecalis HMGR, NADPH absorbance 340 nm kinetic | inhibition, % at 10 µM | 190,000 tested, 0.41% active;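 active = inhibition above a set limit, the median over all tested compounds plus 3 SD, cut at about 9.5% in these data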;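 note: enzyme runs in reverse so mevalonate oxidation gives rising NADPH absorbance; 0% = complete reaction with DMSO and 100% = background rate lacking mevalonate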
ROMK mod: modulates human ROMK potassium channel activity; B-score at 10 µM; Tet-inducible ROMK, thallium flux fluorescence; actives lie on both sides; 130,000 tested, 2% active;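 active = signal ratio slope over the read window, or its plate-corrected B-score, at least 3 SD from the plate mean, either direction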;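 note: B-score of the F/F0 ratio slope over 7 to 12 s after thallium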
Target sequence (P48048 whole entry, looked up): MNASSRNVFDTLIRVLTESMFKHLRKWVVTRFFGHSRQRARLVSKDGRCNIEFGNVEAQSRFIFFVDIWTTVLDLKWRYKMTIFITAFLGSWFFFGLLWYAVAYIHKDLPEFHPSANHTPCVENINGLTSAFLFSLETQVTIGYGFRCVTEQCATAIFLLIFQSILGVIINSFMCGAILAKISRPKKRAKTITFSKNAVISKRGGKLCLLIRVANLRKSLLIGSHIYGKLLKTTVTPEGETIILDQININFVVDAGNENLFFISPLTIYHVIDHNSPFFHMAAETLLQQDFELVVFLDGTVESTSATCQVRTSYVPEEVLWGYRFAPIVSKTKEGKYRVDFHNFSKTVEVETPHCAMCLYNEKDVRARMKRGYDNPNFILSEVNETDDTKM
PPARg SRC-3 ag: promotes SRC-3 coactivator recruitment by human PPARgamma; activation, % at 8 µM; 200,000 tested, 0.26% active; AID 731; biochemical PPARgamma/SRC-3 coactivator recruitment assay; in the data active = activation above about 23%;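 note: 0% = DMSO and 100% = reference agonist; some compounds past the cut are filed as inactive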
RAM inhibit: yeast RAM network inhibition; S. cerevisiae dse1pr::URA3 reporter, 5-FOA growth OD615, 2 d; analog-sensitive cbk1-as2 kinase mutant strain; inhibition, % at 50 µM; 190,000 tested, 1.8% active;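 active = inhibition above a set limit, 3 SD over mean compound inhibition, cut at about 8.4% in these data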;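 note: 0% = DMSO-only wells with no growth and 100% = 10 µM 1-NA-PP1 full growth; inhibition rescues growth on 5-FOA so higher OD means more RAM inhibition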
SRC2 TRFRET art: counter-screen for PPARgamma SRC-2 recruitment agonists: TR-FRET artefact; active compounds read high; TR-FRET ratio at 8 µM; 200,000 tested, 0.4% active; AID 1049; in the data active = TR-FRET ratio above about 2000; note: inactives centre near 1500; reference of the scale not given here
PPARg SRC1 recr: agonists of human PPARgamma SRC-1 coactivator recruitment | PPARgamma-SRC-1 coactivator recruitment biochemical assay | P37231 | activation, % at 8 µM | 200,000 tested, 0.41% active | AID 631; in the data active = activation above about 19%;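 note: 0% = DMSO and 100% = reference agonist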
S1P3 antagonist: blocks the human S1P3 receptor. 170,000 tested, 0.27% active. Q99500. inhibition, % at 4.98 µM. CHO S1P3 NFAT-BLA reporter, FRET fluorescence, antagonist mode;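 active = inhibition above the plate cutoff, the mean inhibition of test wells on that plate plus 3 SD, cut at about 28% in these data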;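 note: cells challenged with S1P at its EC80 of 0.8 µM; blue over green emission ratio from cleaved BLA substrate after 4 h stimulation; 0% = S1P-stimulated wells and 100% = unstimulated DMSO-only wells; some compounds past the cut are filed as inactive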
bIAP inh: intestinal alkaline phosphatase (bovine) inhibition. 190,000 tested, under 10 active. inhibition, % at 20 µM. purified bovine IAP, CDP-star luminescence, 30 min. AID 1019;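 active = over 50% inhibition of intestinal alkaline phosphatase at 20 µM in the single-dose screen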
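System: Purified bovine intestinal alkaline phosphatase (IAP) enzyme | Input: IAP diluted 1/65,000,000 in the well | Also added: CDP-star chemiluminescent phosphatase substrate, 30 µM final | Dosing: 20 µM single dose | Times: Enzyme reaction for 30 min at room temperature | Detection: Luminescence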
L major viab: reduces viability of Leishmania major promastigotes. AID 1063. 200,000 tested, 9% active. inhibition, % at 10 µM. resazurin fluorescence viability; in the data active = inhibition above about 50%;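 note: promastigotes grown with compound for 44 hours at 28 °C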
* hit, by the source's call; nt = not tested or not shown.

# | smiles | Redox H2O2 prof | PPARg SRC2 recr | HMGR II inh | ROMK mod | PPARg SRC-3 ag | RAM inhibit | SRC2 TRFRET art | PPARg SRC1 recr | S1P3 antagonist | bIAP inh | L major viab
1 | CCOC(=O)c1c(C)[nH]c(C(=O)CN2CC(C)OC(C)C2)c1C (stereo not drawn) | 1.1 | 3 | -4 | -0.25 | -9 | -0.9 | 1694 | 4 | -7 | -2 | 1
2 | Cc1nc2ccccc2n1CC(=O)N/N=C\C=C\c1ccccc1 | 1.5 | -2 | 2 | nt | -11 | 0.4 | 1474 | 5 | nt | -14 | 15
3 | Cc1ccc(N(CC(=O)NC(C)(C)C)C(=O)CS(=O)CC(=O)Nc2ccc(F)cc2)cc1 (stereo not drawn) | -1.2 | -2 | -3 | -0.069 | 0 | 0.8 | 1618 | -6 | 7 | -12 | -8
4 | N#Cc1c(SCC(=O)Nc2nccs2)nc2c(c1-c1ccco1)CCCC2 | 2.1 | -1 | -4 | nt | -5 | 0.0 | 1725 | -3 | -14 | 10 | 0
5 | CCCCN1C(=O)c2ccc(C(=O)Nc3cccnc3)cc2C1=O | -1.5 | 12 | -4 | 0.61 | -7 | 1.8 | 1639 | 3 | -2 | 10 | -2
6 | COc1ccc(NC(=O)CN2C(=O)CC(C)(C)S(=O)(=O)c3ccccc32)cc1 | -1.5 | 3 | 2 | nt | 14 | 0.3 | 1623 | 4 | -5 | -4 | -4
7 | S=c1[nH]nc2c3c4c(sc3ncn12)CCCC4 | 1.1 | 5 | -2 | -1.1 | 4 | 2.8 | 1390 | 0 | nt | 38 | 73*
8 | C=CCn1c(C(C)NC(=O)CC)nc2ccccc21 (stereo not drawn) | 1.3 | 1 | -4 | nt | -6 | 1.5 | 1587 | 6 | 2 | 11 | -4
9 | COC(=O)C1=C(C)OC(N)=C(C#N)C1c1cc2cccc(C)c2nc1Cl (stereo not drawn) | 0.6 | -1 | 5 | -0.18 | 1 | 3.6 | 1654 | -1 | 9 | -1 | -4
10 | CC1(C)C(C=C(Cl)Cl)C1C(=O)Nc1ccc([N+](=O)[O-])cc1 (stereo not drawn) | -0.2 | 3 | 3 | -0.26 | 1 | 11* | 1543 | -2 | -3 | 24 | 88*
11 | CC(C)S(=O)(=O)C1=NSC2=NC(=O)/C(=C\c3ccc(-c4cccc(C(=O)O)c4)o3)C(=N)N21 | -1.5 | 9 | -8 | -0.63 | 0 | 1.6 | 1587 | 2 | -4 | 1 | -7
12 | O=C(CCN1C(=O)C2C3C=CC(C3)C2C1=O)Nc1c(F)cc(F)cc1Br (stereo not drawn) | 1.3 | -3 | -4 | 0.6 | 11 | 1.6 | 1557 | 0 | -47 | 6 | -4
13 | COCC(=O)Nc1nnc(Cc2ccc(OC)c(OC)c2)s1 | 0.0 | -12 | -6 | nt | -8 | 0.7 | 1502 | -5 | -3 | -2 | 42
14 | CC(OC(=O)c1cccs1)C(=O)NCc1ccc2c(c1)OCO2 (stereo not drawn) | 1.2 | -1 | 1 | nt | -2 | 0.9 | 1445 | 2 | -5 | 4 | -9
15 | O=C(COC(=O)/C=C/c1ccc(OC(F)F)cc1)Nc1ccc(S(=O)(=O)N2CCCC2)cc1 | -0.1 | -2 | 0 | 0.075 | 2 | 3.1 | 1752 | -1 | 3 | 10 | -11
16 | Cc1cc(NC(=O)COC(=O)C2=COCCO2)c([N+](=O)[O-])cc1C | -1.3 | -5 | -1 | -0.64 | 1 | 5.0 | 1460 | -2 | -4 | -8 | 3
17 | CCN(CC)S(=O)(=O)c1ccc2c3c(cccc13)C(=O)S2 | 2.7 | -4 | -6 | nt | 1 | 2.1 | 1458 | -1 | nt | -3 | -5
18 | CCn1c(SCC(=O)Nc2cccc(C)c2)nc2c(c1=O)SC(C)C2 (stereo not drawn) | -0.2 | 4 | -10 | nt | 8 | 2.4 | 1584 | -2 | 1 | 15 | 2
19 | COc1ccc(O)c(C(=O)c2cnn(C(=O)c3cccc(S(=O)(=O)N4CCOCC4)c3)c2)c1 | 0.0 | 3 | -5 | -0.39 | 6 | 1.0 | 1698 | 8 | -8 | -90 | 0
20 | Cn1cnnc1SCC(=O)Nc1ccc(Cl)cn1 | -1.8 | -2 | 0 | -0.21 | 1 | 3.3 | 1621 | -2 | 2 | -11 | -10
21 | CC(=O)Oc1ccc(C(=O)Cc2ccccn2)c(O)c1 | 0.3 | -7 | -7 | nt | 2 | -0.8 | 1428 | -6 | -12 | 0 | 0
22 | C#CCOCCOCCOCCNc1nc(N2CCN(C(=O)[C@H](C(C)C)n3cc(CCO)nn3)CC2)nc(N2CCN(C(=O)[C@H]([C@@H](C)CC)n3cc(CCCN=C(N)N)nn3)CC2)n1 | -0.8 | 12 | -8 | 0.0005 | 4 | -0.4 | 1653 | 5 | -4 | -3 | -3
23 | COc1ccc(OC)c(C(=O)c2ccc(C(=O)O)cc2)c1 | 0.1 | 5 | -3 | nt | 4 | 0.5 | 1554 | -1 | nt | 4 | -2
24 | COC(=O)c1sc(NC(=O)C2CCCCC2C(=O)O)c(C(=O)OC)c1C (stereo not drawn) | 0.4 | 15 | -6 | nt | 2 | 0.0 | 1706 | 12 | -25 | 9 | -5
25 | CCSc1nnc(NC(=O)CSc2nccn2-c2cccc(C)c2C)s1 | 2.4 | 2 | 0 | -2 | 3 | -1.4 | 1653 | 5 | -50 | -5 | 0
26 | O=C(CCNS(=O)(=O)c1ccc2c(c1)CCC(=O)N2)Nc1ccc2c(c1)OCCO2 | 0.3 | 6 | -3 | nt | -8 | 0.0 | 1677 | 0 | 11 | 8 | -5
27 | CCSc1nc2c(cnn2-c2ccc(C)cc2)c(=O)[nH]1 | -1.4 | 1 | -4 | nt | -2 | 3.0 | 1634 | 4 | -27 | 3 | 24
28 | O=C(Cn1cc(C(F)(F)F)ccc1=O)Nc1cc(S(=O)(=O)N2CCOCC2)ccc1Cl | 0.1 | 3 | 1 | 0.57 | -3 | 0.5 | 1505 | 6 | 13 | 6 | -3
29 | CC(C)c1nc(CNC(=O)CCc2nnc(-c3ccsc3)o2)cs1 | -1.5 | -6 | -14 | nt | -3 | 0.0 | 1555 | 0 | -2 | 6 | 5
30 | O=C1C=C(NC2=CC3OC(c4ccccc4)OCC3OC2=O)CCC1 (stereo not drawn) | 0.6 | -7 | -3 | -2.8 | 2 | 3.0 | 1576 | -1 | -2 | -6 | 38
31 | Cc1cccc(C)c1NC(=O)C(=O)NCc1ccccn1 | 1.5 | 5 | -1 | nt | 2 | -0.1 | 1583 | 5 | nt | 4 | -4
32 | COc1cccc(C2C(C(=O)c3cc4ccccc4o3)=C(O)C(=O)N2CCN(C)C)c1OC (stereo not drawn) | 1.9 | 20 | nt | 0.45 | 28* | nt | 1961 | 18 | nt | nt | -19
33 | Cc1ccc(-n2nnnc2SCC(N)=O)c(C)c1 | 0.9 | 1 | -6 | -0.066 | -3 | 2.2 | 1410 | -7 | 1 | 3 | -1
34 | CC(=O)c1cccc(N2C(=NC(=O)C(C)C)SC3CS(=O)(=O)CC32)c1 (stereo not drawn) | -0.1 | 7 | -8 | 0.53 | 5 | 1.3 | 1622 | 7 | -27 | 2 | -3
35 | CC1CCCN(S(=O)(=O)c2ccc(C(=O)Nc3nnc(-c4ccccn4)o3)cc2)C1 (stereo not drawn) | -1.6 | 8 | 1 | -0.51 | -1 | 5.4 | 1556 | 3 | -2 | -2 | 8
36 | CCOC(=O)N1CCN(C(=O)c2cccc(OC)c2OC)CC1 | 0.5 | 12 | -2 | 0.26 | -5 | 1.6 | 1660 | -1 | -19 | 5 | -5
37 | CC1(C)Oc2ccc(C(=O)N3CCCCC3)cc2N(CC(=O)NCc2ccccc2)C1=O | 2.2 | 2 | 2 | -0.069 | 8 | 0.7 | 1406 | 3 | -6 | -5 | -7
38 | Cc1csc(SCC(=O)Nc2cccc3nsnc23)n1 | 1.6 | 4 | -1 | nt | 1 | 0.3 | 1694 | 6 | 21 | 19 | 4
39 | CCCC1(C(=O)O)NC(c2ccc(OC)cc2O)C2C(=O)N(c3ccc(OC)cc3)C(=O)C21 (stereo not drawn) | -0.1 | 12 | -5 | nt | 14 | 0.6 | 1461 | 1 | -27 | -25 | -9
40 | COC(=O)c1ccc2nc(C)cc(Nc3ccccc3C)c2c1 | 0.0 | 10 | -3 | nt | 6 | 0.6 | 1513 | 2 | -9 | 8 | 49
41 | CCc1ccc(-c2cc(C(=O)Nc3ccc(S(=O)(=O)NC(C)=O)cc3)c3ccccc3n2)cc1 | -3.8 | 6 | 0 | nt | -1 | 0.7 | 1531 | -1 | nt | 2 | -3
42 | COC(=O)c1nc(NC(=O)c2ccc(Cl)cc2)n[nH]1 | -2.3 | 12 | -4 | nt | -6 | -0.5 | 1556 | 4 | 0 | 3 | -8
43 | Cc1ccc(OCC(=O)NCCc2c[nH]c3ccccc23)cc1 | 0.0 | 4 | 1 | nt | 2 | 1.0 | 1700 | -4 | -23 | 13 | 13
44 | CCCOc1ccccc1NC(=O)Nc1ccccc1Cl | -0.9 | 1 | -4 | 0.98 | 6 | 6.7 | 1790 | 6 | -4 | 8 | -4
45 | c1ccc2c(CNc3ccc(CNc4ncn[nH]4)cc3)cccc2c1 | 0.3 | -7 | -10 | nt | 6 | 4.4 | 1595 | -6 | nt | 0 | 4
46 | CCOc1cc(Cl)c(NC(C)=O)cc1OCC | -0.2 | 2 | -2 | -0.69 | -1 | 1.4 | 1448 | -1 | -12 | 4 | -4
47 | CN(CCOc1ccccc1)C(=O)c1cc([N+](=O)[O-])cc([N+](=O)[O-])c1 | -0.1 | 0 | -4 | -0.24 | 3 | -0.8 | 1411 | -8 | -2 | 5 | 26
48 | CN(C(=O)c1c(Cl)nc2sccn12)C1CCCCC1 | -0.2 | 2 | -2 | -0.68 | 15 | 0.7 | 1628 | -3 | nt | 12 | -1
49 | COc1ccccc1NS(=O)(=O)c1cccc(C(=O)NCc2ccco2)c1 | -0.3 | -6 | 1 | -0.67 | -4 | -1.3 | 1382 | -1 | 4 | 1 | 4
50 | CCOC(=O)Cn1c(-c2ccc(Cl)nc2)nc2ccccc21 | 3.2 | 9 | -2 | nt | 1 | 0.7 | 1464 | 8 | nt | 6 | 2
51 | CCOc1ccccc1C(=O)N(Cc1ccccc1)Cc1cc2cc3c(cc2[nH]c1=O)OCCO3 | 1.1 | 3 | nt | 0.28 | 1 | nt | 1636 | 7 | nt | nt | 45
52 | CCOC(=O)N1CCN(S(=O)(=O)c2ccc3c(c2)SC(C)C(=O)N3)CC1 (stereo not drawn) | 0.0 | 7 | -6 | nt | -2 | 1.0 | 1405 | -2 | -11 | -5 | -8
53 | COc1ccc(C2OCC3(CO2)SC(N)=NC3=O)cc1 (stereo not drawn) | -2.0 | 4 | -8 | nt | 3 | 2.3 | 1454 | -4 | nt | 8 | -1
